Assay outcomes as filed in PubChem BioAssay.
EBI2 block – EBI2 (human) antagonism; actives 0.81% (n = 360,000); EBI2 beta-arrestin recruitment, luminescence, 7a,25-OHC stimulated; AID 651636; inhibition, % at 5 µM; in the data active = inhibition above about 38%;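 also: enzyme fragment complementation signal reports receptor beta-arrestin coupling in cells; 0% = agonist plus DMSO wells and 100% = wells without agonist; some results beyond the cut were filed as inactive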
Target sequence (P32249 whole entry, looked up, the tested form may be a part): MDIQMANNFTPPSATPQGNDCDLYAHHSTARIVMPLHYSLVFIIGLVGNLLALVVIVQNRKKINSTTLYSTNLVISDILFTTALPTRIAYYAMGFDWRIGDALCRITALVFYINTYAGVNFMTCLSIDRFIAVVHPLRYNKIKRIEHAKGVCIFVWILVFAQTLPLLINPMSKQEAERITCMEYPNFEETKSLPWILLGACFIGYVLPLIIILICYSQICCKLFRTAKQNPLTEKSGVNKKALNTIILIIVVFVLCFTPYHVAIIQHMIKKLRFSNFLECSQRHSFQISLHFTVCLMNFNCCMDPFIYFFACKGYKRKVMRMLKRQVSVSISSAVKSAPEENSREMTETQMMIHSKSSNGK
Jurkat NFkB inh – lowers PMA/ionomycin-induced NF-kB signal in Jurkat cells; PMA/ionomycin-induced NF-kB luciferase reporter, luminescence; inhibition, % at 4 µM; actives 0.53% (n = 330,000); AID 435003; in the data active = inhibition above about 50%
CCR6 antag – blocks CCL20-driven beta-arrestin recruitment at human CCR6; P51684; CHO-K1 CCR6 PathHunter beta-arrestin, luminescence, CCL20-stimulated; inhibition, % at 20 µM; actives 0.49% (n = 340,000);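 active = compounds whose inhibition of the agonist-driven luminescence signal at 20 µM reaches about 50%, limit read from the data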;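 also: cells stimulated with CCL20 at 14 nM final; plate controls were DMSO with CCL20 for no effect and DMSO without agonist for full effect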
Target sequence (P51684 whole entry, looked up): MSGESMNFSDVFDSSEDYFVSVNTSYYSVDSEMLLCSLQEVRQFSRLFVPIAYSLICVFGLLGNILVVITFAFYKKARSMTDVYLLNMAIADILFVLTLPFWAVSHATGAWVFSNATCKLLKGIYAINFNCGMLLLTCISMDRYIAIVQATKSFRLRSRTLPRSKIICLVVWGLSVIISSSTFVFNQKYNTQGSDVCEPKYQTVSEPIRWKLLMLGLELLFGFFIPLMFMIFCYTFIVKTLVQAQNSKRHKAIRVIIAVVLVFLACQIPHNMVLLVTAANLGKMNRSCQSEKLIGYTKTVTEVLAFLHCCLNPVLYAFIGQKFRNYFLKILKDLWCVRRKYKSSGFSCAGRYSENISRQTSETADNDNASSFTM
CXCR6 inh – inhibitors of human CXCR6 receptor; inhibition, % at 20 µM; AID 602244; O00574; actives 0.36% (n = 360,000); CHO-K1 PathHunter CXCR6 beta-arrestin, luminescence; in the data active = inhibition above about 34%, passing the limit was not always enough;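 also: antagonist mode with CXCL16 agonist at 10 nM final; 0% = 10 nM CXCL16 with DMSO and 100% = unstimulated wells without agonist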
UBC13 polyUb – blocks human UBC13 polyubiquitin chain formation; P61088; TR-FRET; inhibition, % at 20 µM; actives 0.47% (n = 330,000); in the data active = inhibition above about 45%, passing the limit was not always enough
APJ antag – antagonists of human APJ apelin receptor. CHO-K1 APJ beta-arrestin complementation, luminescence. AID 2521. actives 0.32% (n = 330,000). inhibition, % at 20 µM;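 active = inhibition above about 40% at 20 µM, limit read from the data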;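 also: cells challenged with 10 nM apelin-13 agonist together with compound; plate controls were apelin-13 plus DMSO wells for no effect and DMSO wells lacking apelin-13 for full effect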
Target sequence (P35414 whole entry, looked up): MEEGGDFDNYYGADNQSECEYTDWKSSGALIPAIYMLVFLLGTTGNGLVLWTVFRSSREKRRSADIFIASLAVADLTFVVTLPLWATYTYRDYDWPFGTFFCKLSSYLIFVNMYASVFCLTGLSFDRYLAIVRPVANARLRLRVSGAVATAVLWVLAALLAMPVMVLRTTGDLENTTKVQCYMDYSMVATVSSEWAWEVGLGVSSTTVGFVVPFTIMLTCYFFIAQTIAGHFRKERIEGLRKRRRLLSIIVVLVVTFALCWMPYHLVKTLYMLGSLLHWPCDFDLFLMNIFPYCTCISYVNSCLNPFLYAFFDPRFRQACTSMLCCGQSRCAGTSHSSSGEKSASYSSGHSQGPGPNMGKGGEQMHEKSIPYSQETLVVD
697 NFkB inh – inhibitors of the PMA/ionomycin-induced NF-kB reporter in 697 B cells; inhibition, % at 4 µM; 697 B-cell NF-kB luciferase reporter, 16 h; AID 435022; actives 0.33% (n = 330,000); in the data active = inhibition above about 35%
Gli-Sufu antag – Gli-Sufu pathway antagonism; Sufu-KO-LIGHT fibroblasts, Gli luciferase reporter luminescence; inhibition, % at 5 µM; actives 0.74% (n = 340,000);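 active = inhibition above about 55%, limit read from the data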;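 also: 0% = DMSO-treated cells and 100% = wells with medium but no cells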
* hit, by the source's call; i = inactive; / = no result given.

SMILES	EBI2 block	Jurkat NFkB inh	CCR6 antag	CXCR6 inh	UBC13 polyUb	APJ antag	697 NFkB inh	Gli-Sufu antag
O=C(COC(=O)/C=C/c1cccc(F)c1)NC1CC1	10	-6	5	-4	12	4	5	-8
O=[N+]([O-])c1ccccc1N=Nc1c(O)[nH]c2ccc(F)cc12	5	/	9	8	/	/	/	-13
CCSc1cnn(-c2ccccc2)c(=O)c1Cl	-7	-10	7	-1	-1	8	-20	-9
Clc1ccc(OCCOCCOc2cccc3cccnc23)c(Br)c1	12	2	-1	3	-1	-19	-24	-5
CCOc1ccc(CNC(=O)Cn2ccc3cc(S(=O)(=O)N4CCCCCC4)ccc32)cc1	-3	2	27	2	-2	8	-17	17
CCOc1ccc(C(C)=O)cc1COC(=O)C(C)N=C1NS(=O)(=O)c2ccccc21 (centres undefined)	-6	-1	16	4	5	14	17	-4
CCC(c1nnc(SCC(=O)Nc2nnc(-c3ccccc3)o2)o1)N(C)C (centres undefined)	-3	-8	1	-3	-10	-8	-5	0
CSc1ccc(CNc2ccccc2)cc1	/	-9	/	/	8	-9	15	/
CC(OC(=O)c1ccc2c(=O)n3c(nc2c1)CCC3)C(N)=O (centres undefined)	-3	2	5	-8	18	2	13	-3
Cc1c(C(=O)NCC2COc3ccccc3O2)oc2ccc(S(=O)(=O)N(C)C3CCCCC3)cc12 (centres undefined)	25	20	24	-4	0	-8	-8	13
Cc1cc(C)cc(NC(=O)CSc2nccn2Cc2ccco2)c1	-2	5	5	9	1	7	2	1
O=C(Nc1cccnc1)c1cc(-c2cccnc2)nc2ccc(Br)cc12	21	4	-4	-5	15	-15	-4	4
COc1ccc(Cl)cc1N(C(C)C(=O)NC1CCCC1)S(C)(=O)=O (centres undefined)	2	13	5	-1	-4	-16	-4	2
Cc1nc2ccc(N=NN(C)C)cc2[nH]1	5	-24	4	-4	-7	-27	15	6
CN(CCOc1ccccc1)CC(=O)Nc1cccc(C#N)c1	2	22	10	8	10	-3	-3	-8
Cn1cc([N+](=O)[O-])c(C(=O)NC2CCCCCC2)n1	-5	-12	1	-2	-1	7	0	1
Cn1c(N)c(C(=O)COC(=O)CC(NC(=O)c2ccccc2Cl)c2ccccc2)c(=O)n(C)c1=O (centres undefined)	10	-21	2	-2	5	-9	-17	-2
Cc1ccc(Cl)c(NC(=O)COC(=O)c2nn(C)c(=O)c3ccccc23)c1Cl	-8	0	8	9	-10	-13	25	0
O=C(O)c1ccc(N2CCCCCC2)c(N2C(=O)c3ccccc3C2=O)c1	12	-6	8	3	-7	17	12	25
O=C(COCc1cc(-c2ccc3c(c2)OCO3)on1)N1CCN(c2cccc(C(F)(F)F)c2)CC1	-1	2	3	-6	-17	-14	-19	45
O=C(c1ccc(F)cc1)N1CCCCC(Sc2nnnn2-c2ccccc2)C1=O (centres undefined)	-2	-7	32	-1	6	20	21	-3
COc1ccccc1CNC(=O)c1ccccc1SCC(=O)NCc1ccco1	-2	-23	6	-4	-4	-25	-9	-5
O=C(Nc1ncnc2sc3c(c12)CCC3)c1ccco1	-1	11	7	1	3	13	5	8
Cc1cc(Br)ccc1NC(=O)CN(C)C(=O)CNC(=O)Cc1ccccc1	0	4	3	6	1	4	1	3
O=C(NCc1ccccn1)c1ccc(OC2CCN(Cc3ccccc3O)CC2)cc1	-8	7	17	-4	5	16	-14	17
Cc1ccc(NC(=O)c2ccc(NCc3ccco3)c([N+](=O)[O-])c2)cc1Cl	19	-10	13	13	-50	6	-4	3
CN(CCc1ccccn1)Cc1ccc(Cl)c(Cl)c1	15	0	16	1	-2	-2	0	14
CCC(CC)C(=O)c1c[nH]c(C(=O)N2CCN(c3ccc(OC)cc3)CC2)c1	-8	-2	2	6	-13	10	-25	-3
COc1ccc(C(=O)NCc2oc(-c3ccccc3)cc2C(=O)O)cc1	-3	2	8	4	-8	16	-4	-3
COCCCNC(=O)Cc1c(C)c2cc3c(cc2oc1=O)OC(C)(C)CC3	-14	-12	1	2	8	-13	-30	1

Fetched by compound from above (2):
SMILES	EBI2 block	Jurkat NFkB inh	CCR6 antag	CXCR6 inh	UBC13 polyUb	APJ antag	697 NFkB inh	Gli-Sufu antag
O=C(c1ccc(F)cc1)N1CCCCC(Sc2nnnn2-c2ccccc2)C1=O (centres undefined)	-2	-7	32	-1	6	20	21	-3
O=[N+]([O-])c1ccccc1N=Nc1c(O)[nH]c2ccc(F)cc12	5	/	9	8	/	/	/	-13

Continuation:
SMILES	EBI2 block	Jurkat NFkB inh	CCR6 antag	CXCR6 inh	UBC13 polyUb	APJ antag	697 NFkB inh	Gli-Sufu antag
CCc1cccc(NC(=O)Cn2c(-c3ccccc3)cc(C(C)=O)c2C)c1	-32	5	2	7	5	2	-19	16
O=[N+]([O-])c1ccc(Cl)cc1N1CCOCC1	0	-2	3	-2	2	-13	-11	4
CCOCCCNS(=O)(=O)c1cc(Br)cc2c1N(C(=O)C1CC1)CC2	1	11	-15	-3	0	-11	7	7
O=c1cc(C(F)(F)F)nc(SCc2cccc3ccccc23)[nH]1	-5	8	7	3	-9	-17	1	4
CC(C)c1ccc(NC2CCCN(C(=O)c3ccsc3)C2)cc1 (centres undefined)	-12	9	11	1	-3	11	-9	/
COC(=O)c1cn(NC(=O)/C=C/c2cccc(OC)c2OC)c(=O)c2ccccc12	/	6	/	/	24	0	14	/
CSc1ccc(CN2CCC(n3nccc3NC(=O)C3CCOC3)CC2)cc1 (centres undefined)	-6	12	8	-1	2	12	5	7
CN1CCN(CCN2CCn3c2nc2ccccc23)CC1	5	-22	10	8	1	-4	-2	10
COc1ccc(-n2c(C)cc(C(=O)COc3ccc(-n4cnnn4)cc3)c2C)cc1	1	28	-9	0	9	-3	-3	6
CC(NC(=S)Nc1ccccc1Cl)C(c1cccs1)N1CCCC1 (centres undefined)	16	1	16	10	3	9	10	24
O=C(NC1CCCCCCC1)c1ccccc1-c1ccccc1	5	-6	9	-9	-5	8	-8	3
c1ccc2nc3[nH]cnc3nc2c1	-8	3	-18	2	-1	8	17	-37
CC(C)c1cccc(C(C)C)c1NC(=O)Cn1c(=O)cnc2ccccc21	-15	-5	12	3	-1	5	-2	-1
Cc1ccc(/C=N/NC(=O)c2ccncc2)o1	-1	5	-2	-7	-4	-3	8	31
Cc1ccc(S(=O)(=O)Nc2ccc(C(=O)N3CCCC3)cc2)c(C)c1NS(C)(=O)=O	6	-14	-17	6	2	-1	-2	-21
O=C(O)c1ccccc1C(=O)N1CC=C(c2ccccc2)CC1	0	11	13	-4	2	9	-9	-12
O=C(O)c1cc(-c2ccc(N3CCOCC3)cc2)nn1-c1ccc(F)cc1F	-4	9	9	5	-5	-3	-13	1
O=C(CN1CCC(NC(=O)c2ccccc2)CC1)NCc1ccccc1F	-3	10	-14	1	0	12	6	7
O=C(NC1CCCC1)C1CC(O)CN1C(=O)Nc1ccccc1 (centres undefined)	7	-7	7	4	0	-10	4	-6
CN(c1ccccc1)S(=O)(=O)c1ccc(C(=O)NCc2ccco2)cc1	16	-30	8	4	-1	-6	-31	-8
O=C(N/N=C/C(Br)=C\c1ccccc1)c1n[nH]c2c1CCC2	3	39	12	10	-29	9	i	10
Cc1cc(C)cc(OCC(=O)Nc2ccc(N3CCCC3)cc2)c1	-14	2	-3	10	18	4	-21	/
CN(CC(=O)Nc1ccc(Cl)cc1)c1ccc(S(=O)(=O)N2CCCCC2)cc1[N+](=O)[O-]	20	8	43	21	-20	15	6	10
O=C(NCc1ccc2c(c1)OCO2)c1ccc(Cl)c(S(=O)(=O)NCc2ccccc2)c1	6	-2	22	-3	8	-3	2	-2
Cc1cc(F)ccc1S(=O)(=O)Nc1ccccc1C(=O)Nc1ccc2[nH]c(=O)[nH]c2c1	-8	2	7	5	4	-4	12	4
Nc1ccc2c(c1)OC1(CCCC1)O2	-1	0	2	-6	-12	-15	-6	24
CC1Cc2ccccc2N1C(=O)/C=C/c1cccc(F)c1 (centres undefined)	8	-176	16	8	-6	-5	-127	-102
O=C(Nc1ccc(OC(F)(F)F)cc1)c1ccc2ccccc2n1	21	10	-4	2	1	-26	-31	-1
C/C(CCN1CCc2nc(-c3ccccc3)c(-c3ccccc3)cc2C1)=N\OC[C@@H](C)[C@H](OCc1ccccc1)C(C)C	/	4	12	/	39	-8	-9	2
O=C(NCc1ccco1)C(c1cccs1)N(C(=O)Cc1cccs1)c1ccccc1 (centres undefined)	6	10	2	7	5	10	9	9

Record cards, as listed above. Order of screens: EBI2 block, Jurkat NFkB inh, CCR6 antag, CXCR6 inh, UBC13 polyUb, APJ antag, 697 NFkB inh, Gli-Sufu antag
O=C(NCc1ccc2c(c1)OCO2)c1ccc(Cl)c(S(=O)(=O)NCc2ccccc2)c1 is entered as 6, -2, 22, -3, 8, -3, 2, -2
O=C(Nc1ccc(OC(F)(F)F)cc1)c1ccc2ccccc2n1 is entered as 21, 10, -4, 2, 1, -26, -31, -1
O=C(NCc1ccco1)C(c1cccs1)N(C(=O)Cc1cccs1)c1ccccc1 (centres undefined) is entered as 6, 10, 2, 7, 5, 10, 9, 9
Cc1cc(F)ccc1S(=O)(=O)Nc1ccccc1C(=O)Nc1ccc2[nH]c(=O)[nH]c2c1 is entered as -8, 2, 7, 5, 4, -4, 12, 4

Other records
SMILES	EBI2 block	Jurkat NFkB inh	CCR6 antag	CXCR6 inh	UBC13 polyUb	APJ antag	697 NFkB inh	Gli-Sufu antag
Cc1cc(C)c(S(=O)(=O)Nc2nnc(CC(C)C)s2)c(C)c1	1	-5	7	-3	-26	10	-6	-10
CCC(=O)N1CCc2cc(S(=O)(=O)CCC(=O)N3CCN(c4ccc(Cl)cc4)CC3)ccc21	-17	13	-11	-7	-9	-17	-27	19
COC(=O)c1ccc(NC(=O)CC2C(=O)N(c3ccc(C)cc3)C(=O)N2CC(C)C)cc1 (centres undefined)	8	5	7	-6	5	-7	-3	0
CCCCCCOC(=O)c1ccccc1NC(=O)/C=C/C(=O)O	-9	-20	4	0	-13	-7	-43	9
COc1ccccc1N(C(=O)c1ccco1)C(C(=O)NC1CCCC1)c1cccnc1 (centres undefined)	7	5	11	1	1	11	13	5
Cn1c(CNc2ccc(Cl)cc2)nnc1SCc1ccccc1	16	-8	0	-3	8	4	-14	-1
COc1ccc(NC(=O)COC(=O)CCc2ccc(S(=O)(=O)N3CCOCC3)cc2)cc1OC	3	-2	8	1	2	-6	6	1
COc1ccc(S(=O)(=O)NCC2CCCN(Cc3ccc(O)cc3)C2)cc1 (centres undefined)	-2	0	8	0	7	6	-10	24
CCOC(=O)c1c(C)[nH]c(C(=O)CSc2nnc(CC(C)c3ccccc3)o2)c1C (centres undefined)	13	9	3	-1	-2	6	-19	3
COc1ccc(NC(=S)Nc2ccc(OCc3ccccc3)cc2)cc1OC	15	-3	16	4	-2	-5	11	-2
COc1ccc2c(CC(=O)NNC(=O)c3ccccc3F)coc2c1	-1	6	11	-3	8	12	13	1
Cn1c(SCC(=O)N2CCN(c3ccccc3)CC2)nnc1-c1cc2ccccc2o1	-2	-1	-6	3	6	27	10	2
CCOC(=O)c1c(C)[nH]c(C(=O)COC(=O)[C@H](C)NC(=O)c2ccccc2Cl)c1C	-7	-35	-5	-3	-8	-7	-19	-17
CS(=O)(=O)N(CC(=O)N1CCCCC1)Cc1ccccc1	11	-12	-1	2	-7	3	1	-13
COc1ccccc1NC(=O)CSc1nnc(CC(=O)Nc2cccc(C(F)(F)F)c2)n1C	13	2	4	2	9	-4	14	3
Cc1cc(C)c(C(=O)N2CCCC(Nc3ccc(F)cc3)C2)o1 (centres undefined)	6	5	13	11	-4	13	-15	9
COc1ccc(C(=O)C2CCCN(C(=O)C3CCOCC3)C2)cc1OC (centres undefined)	-19	-2	17	0	-4	-14	0	-1
O=C(CNC(=O)C1COc2ccccc2O1)N/N=C\c1ccccc1Cl (centres undefined)	2	9	1	1	-2	13	2	1
O=C(CCN1C(=O)C2CC=CCC2C1=O)Nc1ccccc1Cl (centres undefined)	3	8	4	-11	7	-15	10	-11
CN(C)C(=O)COC(=O)c1cccnc1Nc1ccccc1F	-1	6	7	-3	7	-20	9	1
CCCNC(=O)Cn1cnc2sc(C(=O)N3CCN(Cc4ccc5c(c4)OCO5)CC3)c(C)c2c1=O	-1	15	8	-14	1	2	-14	-5
CCN1CCN(C(=S)NC(CC(=O)c2ccccc2)c2ccccc2)CC1 (centres undefined)	-7	-12	19	11	2	-8	-13	7
C=CCNC(=O)c1cc(Cl)cc(Cl)c1	-1	-15	3	5	-8	-26	-6	-1
COc1ccccc1NC(=S)N1CCCc2ccccc21	-1	-12	16	-3	5	-13	5	7
